Source: PubChem (several laboratories)
Bim-Mcl-1: inhibitors of Bim peptide binding to Mcl-1, primary screen, biochemical, bead-based flow cytometry, multiplex; inhibition, % at 10 µM; Bim peptide-Mcl-1 binding; Induced myeloid leukemia cell differentiation protein Mcl-1 (Homo sapiens), Q07820; 190,000 compounds, 0.1% hits;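 also: 0% = no compound tracer wells and 100% = peptide blocker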
RGS4-Gao reg: modulators of RGS4 binding to Galphao, primary screen, biochemical, multiplexed bead flow cytometry | actives lie on both sides | Guanine nucleotide-binding protein G(o) subunit alpha (Homo sapiens), P09471 | AID 1415, 2008 | binding response (% of control), % at 10 µM | 220,000 compounds, 0.33% hits; in the data active = binding response below about 49% or above about 150%; inactive = in between;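 also: fluorescent Galphao activated with aluminum fluoride binding bead-coupled RGS4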
Target sequence (P09471 whole entry, looked up): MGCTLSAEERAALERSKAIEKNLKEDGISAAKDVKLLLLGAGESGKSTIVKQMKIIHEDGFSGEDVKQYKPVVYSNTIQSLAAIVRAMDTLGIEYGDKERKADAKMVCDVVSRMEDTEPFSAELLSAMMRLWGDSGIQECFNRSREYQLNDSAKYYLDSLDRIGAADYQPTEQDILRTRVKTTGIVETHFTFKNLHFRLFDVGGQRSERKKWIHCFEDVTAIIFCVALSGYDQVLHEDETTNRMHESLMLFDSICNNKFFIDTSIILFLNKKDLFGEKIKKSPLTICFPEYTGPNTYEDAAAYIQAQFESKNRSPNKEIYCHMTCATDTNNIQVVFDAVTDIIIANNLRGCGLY
Bcl-W Bim block: inhibitors of Bim binding to Bcl-W, primary screen, biochemical, multiplexed, bead-based flow cytometry; Bim peptide-Bcl-W binding; 190,000 compounds, 0.02% hits; AID 952, 2007; Bcl-2-like protein 2 (Homo sapiens), Q92843; inhibition, % at 10 µM;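 also: 0% = bound tracer without compound and 100% = peptide blocker; higher means less fluorescent Bim peptide bound to Bcl-W beads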
Target sequence (Q92843 whole entry, looked up): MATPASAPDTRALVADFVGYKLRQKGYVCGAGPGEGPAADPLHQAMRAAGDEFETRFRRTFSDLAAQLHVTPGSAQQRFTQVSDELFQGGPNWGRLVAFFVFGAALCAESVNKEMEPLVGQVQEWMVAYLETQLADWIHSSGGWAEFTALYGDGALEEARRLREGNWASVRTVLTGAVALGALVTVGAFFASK
Mcl1 Bid PPI: Mcl-1/Bid binding inhibitors, primary screen, biochemical, TR-FRET, 1536-well; Induced myeloid leukemia cell differentiation protein Mcl-1 (Homo sapiens), Q07820; TR-FRET Mcl-1/Bid-Dy647 peptide binding; inhibition, % at 21.7 µM; 220,000 compounds, 0.97% hits; AID 1021, 2008;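 active = compounds that cut the binding signal by more than half at the single screening dose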;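 also: His-tagged Mcl-1 with europium anti-His antibody binding Bid BH3 peptide; 0% = Mcl-1 plus peptide wells and 100% = peptide-only wells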
RGS7-Gao reg: RGS7-Galphao binding modulators, primary screen, biochemical, multiplexed bead flow cytometry | Guanine nucleotide-binding protein G(o) subunit alpha (Homo sapiens), P09471 | binding response (% of control), % at 10 µM | AID 1439, 2008 | 220,000 compounds, 0.35% hits | actives lie on both sides; in the data active = binding response below about 49% or above about 150%; inconclusive = no clear call, values can overlap the other calls; inactive = in between;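 also: fluorescent Galphao held in activated GDP-AlF4 state binding bead-coupled RGS7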
Bcl-XL Bim block: inhibitors of Bim-Bcl-XL binding, primary screen, biochemical, multiplexed, bead flow cytometry, human Bcl-XL | Bcl-2-like protein 1 (Homo sapiens), Q07817 | Bim peptide-Bcl-XL binding, fluorescence | inhibition, % at 10 µM | 190,000 compounds, 0.04% hits
Target sequence (Q07817 whole entry, looked up): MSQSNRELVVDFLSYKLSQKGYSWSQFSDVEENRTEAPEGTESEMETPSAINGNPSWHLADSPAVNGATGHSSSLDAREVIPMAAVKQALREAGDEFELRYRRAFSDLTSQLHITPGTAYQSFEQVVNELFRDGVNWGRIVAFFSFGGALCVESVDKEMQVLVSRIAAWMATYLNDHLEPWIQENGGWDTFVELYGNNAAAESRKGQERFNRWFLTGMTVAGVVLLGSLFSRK
Bcl-2 Bim block: inhibitors of Bim-Bcl-2 binding, primary screen, biochemical, multiplexed, human Bcl-2 family; Apoptosis regulator Bcl-2 (Homo sapiens), P10415; Bead-based flow cytometry, Bim peptide-Bcl-2 binding; inhibition, % at 10 µM; 190,000 compounds, 0.06% hits; in the data active = inhibition above about 40%; inconclusive = no clear call, values can overlap the other calls;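 also: 0% = no compound wells with probe peptide and 100% = reference peptide inhibitor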
Target sequence (P10415 whole entry, looked up): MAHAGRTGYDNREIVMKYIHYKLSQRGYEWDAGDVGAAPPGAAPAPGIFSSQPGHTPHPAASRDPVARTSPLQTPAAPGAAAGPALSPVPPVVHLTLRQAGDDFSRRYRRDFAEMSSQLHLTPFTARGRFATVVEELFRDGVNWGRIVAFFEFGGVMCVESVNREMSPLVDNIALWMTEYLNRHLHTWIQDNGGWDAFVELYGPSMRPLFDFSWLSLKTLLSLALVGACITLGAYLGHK
Bim-Bfl-1: inhibitors of Bim binding to Bfl-1, primary screen, biochemical, multiplexed, bead-based flow cytometry; Bcl-2-related protein A1 (Homo sapiens), Q16548; Bim-Bfl-1 binding inhibition; inhibition, % at 10 µM; 190,000 compounds, 0.12% hits;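 also: 0% = wells without compound plus tracer and 100% = blocker peptide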
RGS8-Gao: RGS8-Galphao binding modulators, primary screen, biochemical, multiplexed bead flow cytometry | 220,000 compounds, 0.34% hits | response (percent of control binding), % at 10 µM | AID 1423, 2008 | actives lie on both sides | Guanine nucleotide-binding protein G(o) subunit alpha (Homo sapiens), P09471; in the data active = response below about 60% or above about 140%; inactive = in between;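 also: Galphao activated as the GDP aluminium fluoride complex binding bead-coupled RGS8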
GSH fluor: compound fluorescence on glutathione beads, profiling panel, artefact control, biophysical, 488/530 nm, flow cytometry; 190,000 compounds, 0.25% hits; GSH beads flow cytometry, compound fluorescence 488/530 nm; hits give high values; AID 1776, 2009; fluorescence (KMESF) at 10 µM; in the data active = fluorescence above about 89;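 also: glutathione beads carrying GST-tagged Bcl family fusion proteins plus one bare bead set; values are compound well signal with DMSO vehicle wells as background; inactives centre near 16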
Bim-Bcl-B: inhibitors of Bim-Bcl-B binding, primary screen, biochemical, multiplexed, human Bcl-2 family | bead-based flow cytometry, Bim peptide-Bcl-B binding | inhibition, % at 10 µM | AID 951, 2007 | 190,000 compounds, 0.073% hits | Bcl-2-like protein 10 (Homo sapiens), Q9HD36;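 also: 0% = tracer peptide without compound and 100% = reference inhibitor peptide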
Numbers without * were called inactive; ? = inconclusive; . = no result given; [ ] = remark or other dose. Rule as the data show it, unless noted: active = inhibition above about 40%.

SMILES | Bim-Mcl-1 | RGS4-Gao reg | Bcl-W Bim block | Mcl1 Bid PPI | RGS7-Gao reg | Bcl-XL Bim block | Bcl-2 Bim block | Bim-Bfl-1 | RGS8-Gao | GSH fluor | Bim-Bcl-B
C=CCN1C(=O)C2(NC(=O)c3ccccc3N2)c2ccccc21 (stereo not drawn) | 0 | 123 | -1 | -33 | 270*[activator] | -3 | -2 | -9 | 89 | 22 | -2
CCn1nnnc1SCCSc1nnnn1CC | -1 | 106 | -1 | -5 | 106 | -5 | -2 | -1 | 105 | 14 | 0
O=C1C=C(NCCOC23CC4CC(CC(C4)C2)C3)C2(CCCCC2)O1 | 2 | 100 | 0 | -9 | 96 | -2 | -3 | -5 | 101 | 14 | 0
Cc1c(NC(=O)c2cc3nc(-c4ccc(Cl)cc4)cc(C(F)(F)F)n3n2)c(=O)n(-c2ccccc2)n1C | 0 | 99 | -1 | -9 | 101 | -3 | -1 | 1 | 98 | 17 | -3
CC(C)CC(C(=O)Nn1cnnc1)N1C(=O)c2ccccc2C1=O (stereo not drawn) | 0 | 102 | 1 | -35 | 101 | -9 | -5 | -7 | 100 | 52 | -8
Cc1cccc(NC(=O)CSc2nnc(-c3ccc(S(=O)(=O)N4CCCC4)cc3)o2)c1 | -2 | 87 | -1 | -24 | 89 | -2 | -6 | -3 | 94 | 15 | -5
O=C(O)C1CC(O)CN1c1nc(Cl)ccc1[N+](=O)[O-] (stereo not drawn) | -1 | 99 | 0 | -18 | 100 | 0 | -1 | -5 | 96 | 18 | -2
CC1CCN(c2nc3ccccc3nc2N2CCC(C)CC2)CC1 | -1 | 102 | -1 | -3 | 100 | -2 | -1 | -3 | 106 | 11 | -2
COc1ccccc1NC(=O)C1=C(C)Nc2nc(-c3cccs3)nn2C1c1cccnc1 (stereo not drawn) | 3 | 87 | 3 | -14 | 85 | 4 | 4 | 6 | 88 | 21 | 1
Cc1cc(S(=O)(=O)NCc2ccccc2)ccc1OCC(=O)NCC1CCCO1 (stereo not drawn) | 0 | 99 | -1 | -18 | ? | -1 | -4 | -5 | 102 | 16 | -1
Cc1cc(C(=O)OCn2nnc3ccccc3c2=O)c(C)o1 | 0 | 97 | 10 | -33 | 99 | 3 | 0 | 1 | 97 | 5 | -8
COc1ccc(N2CCN(C(=O)c3cc4c(-c5ccc(Cl)cc5)nn(C)c4s3)CC2)cc1 | -1 | 96 | -2 | -25 | 95 | -4 | -9 | -12 | 101 | 27 | -10
Cc1ccc(CSCCNC(=O)c2ccc(NS(C)(=O)=O)cc2)cc1 | 1 | 106 | 0 | -32 | 105 | -2 | -3 | -3 | 103 | 17 | -1
CCOc1ccc(C(=O)Nc2cccc3ncccc23)cc1Br | -2 | 101 | -3 | -31 | ? | -1 | 0 | -5 | 100 | 19 | -2
Cc1cc(-c2[nH]nc3c2C(c2ccc(Cl)cc2)C(C#N)=C(N)O3)c(C)s1 (stereo not drawn) | -5 | 98 | -6 | -14 | 98 | -7 | -5 | -6 | 102 | 12 | -8
COc1ccc2cc(C(=O)C3CCCN(C(=O)c4cc5nc(C)cc(C)n5n4)C3)ccc2c1 (stereo not drawn) | 0 | 100 | -2 | -26 | 99 | -2 | -1 | -5 | 97 | 16 | -3
CC(C)(CNC(=O)c1sc2cc(F)ccc2c1Cl)N1CCOCC1 | -27 | 100 | -13 | -26 | 100 | -15 | -5 | -7 | 107 | 19 | -12
COc1ccc(OCC(=O)N2CCN(C(=O)c3ccccc3)CC2)cc1 | -3 | 99 | -4 | -11 | 103 | -3 | -3 | -2 | 99 | 10 | -4
Cc1ccc(-c2nc(N)c3c(-c4ccc(C)cc4)nn(C(C)(C)C)c3n2)cc1 | -4 | 99 | -1 | -29 | 104 | -5 | -9 | -11 | 100 | 17 | -10
COC(=O)c1ccc(NCCc2csc(-c3ccc(C)cc3)n2)c([N+](=O)[O-])c1 | 0 | 101 | -4 | 1 | 99 | 0 | -2 | -2 | 102 | 17 | -2
O=C(O)c1ccc(Cn2cc(Cl)cn2)cc1 | 6 | 104 | 3 | 0 | 101 | 2 | -3 | -7 | 104 | 11 | -1
COc1ccc(NC(=S)Nc2cccnc2)c(OC)c1 | 0 | 100 | 2 | -60 | 100 | 0 | -1 | -5 | 99 | 26 | -2
CC(=O)c1ccc(NC2CC(O)C(O)CO2)cc1 (stereo not drawn) | 0 | 108 | 0 | 1 | 101 | 0 | 2 | -1 | 103 | 10 | 0
Cc1ccc(-c2noc(CSc3nnc(-c4ccccc4)n3C)n2)cc1 | 0 | 91 | 2 | 0 | 98 | -3 | -6 | -8 | 102 | 12 | -3

Gathered by group, the compounds so far containing a COOH group
SMILES | Bim-Mcl-1 | RGS4-Gao reg | Bcl-W Bim block | Mcl1 Bid PPI | RGS7-Gao reg | Bcl-XL Bim block | Bcl-2 Bim block | Bim-Bfl-1 | RGS8-Gao | GSH fluor | Bim-Bcl-B
O=C(O)C1CC(O)CN1c1nc(Cl)ccc1[N+](=O)[O-] (stereo not drawn) | -1 | 99 | 0 | -18 | 100 | 0 | -1 | -5 | 96 | 18 | -2
O=C(O)c1ccc(Cn2cc(Cl)cn2)cc1 | 6 | 104 | 3 | 0 | 101 | 2 | -3 | -7 | 104 | 11 | -1

Remaining list, next part
SMILES | Bim-Mcl-1 | RGS4-Gao reg | Bcl-W Bim block | Mcl1 Bid PPI | RGS7-Gao reg | Bcl-XL Bim block | Bcl-2 Bim block | Bim-Bfl-1 | RGS8-Gao | GSH fluor | Bim-Bcl-B
COC(=O)c1sc(NC(=O)COc2ccccc2OC)nc1C | 3 | 97 | 2 | -7 | 93 | 0 | -4 | -10 | 97 | 29 | -4
N/C(=N/O)c1nc(N2CCCC2)nc(N(c2ccccc2)c2ccccc2)n1 | -4 | 101 | 4 | 16 | 98 | -6 | -11 | -9 | 101 | 57 | -12
CCOC(=O)C1=C(C)N=C2SC(C(=O)OC)=CC(=O)N2C1c1ccc(F)cc1 (stereo not drawn) | 1 | 98 | 1 | -41 | 98 | 1 | 3 | 0 | 96 | 9 | 1
CCCC(=O)Nc1ccc(NC(=O)c2ccco2)cn1 | -1 | 107 | 3 | 7 | 105 | -1 | -9 | -9 | 107 | 16 | -4
CC(C)(/C=N/O)/[N+]([O-])=C/c1ccco1 | 0 | 103 | 5 | -47 | 100 | 1 | -7 | -12 | 103 | 50 | -6
CCN(CC)C(=O)CSc1nnc(COc2cccc(C)c2)n1C | 0 | 104 | 0 | -6 | 104 | -1 | -6 | -7 | 106 | 15 | -1
O=C(O)/C=C/c1ccc(S(=O)(=O)N(CCO)CCO)cc1 | 1 | 101 | -2 | 0 | 100 | -6 | -14 | -14 | 103 | 54 | -8
Cc1ccc(Nc2nc(-c3c(C)nc4ncccn34)cs2)cc1 | 9 | 100 | 16 | -25 | 100 | 13 | -5 | -1 | 98 | 26 | 6
CCOc1ccccc1NC(=O)c1ccoc1C | -1 | 98 | 2 | -7 | 91 | -3 | -4 | -7 | 100 | 12 | -5
CCCCN(CC)S(=O)(=O)c1ccccc1 | 0 | 98 | -1 | -13 | 99 | -3 | -7 | -11 | 102 | 31 | -8
CCn1nc(C(=O)Nc2cccc3ccccc23)c(Cl)c1Cl | 0 | 83 | 2 | -31 | 99 | 0 | 0 | 0 | 92 | 23 | 0
O=C(/C=C/Nc1cccc(C(F)(F)F)c1)c1ccco1 | 1 | 104 | 2 | -28 | 103 | 2 | -1 | 3 | 95 | 16 | -3
CCOC(=O)c1[nH]c2ccccc2c1NC(=S)Nc1cccc(C)c1C | -2 | . | -3 | -11 | . | -4 | 0 | 0 | . | 17 | -3
CCOC(=O)CSc1nc2c(sc(=S)n2Cc2ccco2)c(=O)n1-c1ccccc1 | -1 | 101 | 0 | -31 | 99 | -15 | -6 | -11 | 99 | 37 | -8
CCn1c2ccccc2c2cc(NC(=O)C/C(C)=N/NC(=O)c3ccccc3N)ccc21 | 0 | 97 | 3 | -2 | 96 | 0 | 0 | -4 | 96 | 11 | -4
O=C(NCc1ccco1)C(=O)NCc1ccccc1Cl | -4 | 109 | -2 | -8 | 104 | -3 | -1 | 0 | 106 | 24 | 0
CN(C)c1ccc(NC(=O)CSc2nc(N)c(C(=O)Nc3ccc(N(C)C)cc3)s2)cc1 | 1 | 110 | 15 | -41 | 112 | 3 | 7 | 22 | 108 | 16 | 1
COC(=O)C1=C(C)C(c2ccc(OC)cc2)NC(=S)N1 (stereo not drawn) | 1 | 98 | 0 | -105 | 107 | 0 | 0 | 5 | 91 | 14 | -5
Cc1ccc2nc(SCc3nc4ccccc4c(=O)[nH]3)[nH]c2c1 | -3 | 103 | -2 | -18 | 100 | -2 | -4 | -4 | 101 | 16 | -10
C=CCn1c(SC(C)C(=O)NC2(C#N)CCCCC2)nnc1-c1ccc(OC)cc1 (stereo not drawn) | 0 | 105 | -1 | -22 | 112 | -4 | -7 | -9 | 104 | 36 | -7
Cc1ccc(C)c(-n2c(SCC(=O)Nc3nonc3C)nnc2-c2ccoc2C)c1 | -3 | 94 | -4 | -30 | 95 | -3 | -5 | -2 | 88 | 34 | -3
N#C/C(=C\c1ccc(Br)s1)C(=O)N1CCN(c2ccccc2)CC1 | -1 | 104 | -3 | -20 | 102 | -5 | -5 | -5 | 101 | 11 | -7
CC(C)n1c(O)c(/C=C2\C=Nc3ccccc32)sc1=Nc1ccccc1 | 2 | 100 | 1 | -18 | 98 | -4 | -1 | 0 | 98 | 9 | 1
COc1ccc(C(=O)NCc2ccccc2OC)cc1 | 0 | 101 | 0 | -2 | 106 | -2 | -10 | -14 | 102 | 24 | -4
CCN(CC)c1ccc2cc(C(N)=O)c(=O)oc2c1 | -4 | 98 | -2 | -8 | 96 | -6 | -2 | 0 | 100 | 12 | -6
CCOC(=O)Cn1c(=NC(=O)C(C)(C)C)sc2cc([N+](=O)[O-])ccc21 | -2 | 100 | -2 | 4 | 101 | -4 | 0 | 0 | 100 | 6 | -5
COc1ccccc1CC(=O)NC1CCC(C)CC1 (stereo not drawn) | 0 | 87 | 2 | -23 | 93 | 0 | 1 | -2 | 92 | 13 | -1
CC1(C)Cc2c(c(N3CCOCC3)nc3sc(C(=O)N4CCCCC4)c(N)c23)CO1 | -3 | 96 | 0 | -27 | 106 | -1 | 1 | 15 | 93 | 17 | -16
CC(=O)N1C(=O)C(=C2C=C(C)OC(C)=C2)c2ccccc21 | 0 | 99 | 1 | -14 | 98 | -9 | -11 | -16 | 100 | 33 | -9
O=C(N/N=C/c1ccc(Br)s1)c1ccncc1 | 0 | 98 | -1 | -2 | 94 | -1 | -1 | -1 | 100 | 15 | -1
